Assay outcomes: PubChem BioAssay, several laboratories
Efflux pump inh – blocks antifungal efflux pumps in multiplex yeast assay | S. cerevisiae Candida pump triplex, Nile Red efflux | inhibition, % at 10 µM | hit rate 0.44% among 330,000 | AID 485275;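 active = plate passing quality check with inhibition over a set limit, or well fluorescence over plate mean plus 4 SD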;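 also: Nile Red retained in pooled yeast measured as flow cytometry median fluorescence; 0% = buffer negative control and 100% = Enniatin B positive control; higher means more Nile Red kept so more efflux inhibition; some compounds called inactive have numbers as strong as hits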
PP1 inh – PP1-alpha (human) inhibition in PP5 counter-screen; inhibition, % at 6.7 µM; hit rate 0.9% among 320,000; P62136; purified PP1alpha, OMFP fluorescence;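 active = inhibition above the mean inhibition of all tested compounds plus 3 SD, computed separately for each screening campaign, cut at about 15% in these data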
Target sequence (P62136 whole entry, looked up): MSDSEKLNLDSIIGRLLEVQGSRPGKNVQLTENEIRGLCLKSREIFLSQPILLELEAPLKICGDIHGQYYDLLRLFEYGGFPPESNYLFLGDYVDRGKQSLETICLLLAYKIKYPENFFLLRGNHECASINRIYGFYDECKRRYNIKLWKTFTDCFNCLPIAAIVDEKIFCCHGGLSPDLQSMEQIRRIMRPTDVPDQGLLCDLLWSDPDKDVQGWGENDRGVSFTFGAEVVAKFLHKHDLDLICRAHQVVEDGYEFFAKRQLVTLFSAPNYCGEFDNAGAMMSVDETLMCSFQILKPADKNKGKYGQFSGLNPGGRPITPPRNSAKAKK
PP5 inh – PP5 (human) phosphatase inhibition | P53041 | purified PP5c, OMFP substrate fluorescence | inhibition, % at 6.7 µM | hit rate 0.18% among 320,000 | AID 1987;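 active = inhibition above the campaign's mean inhibition across all tested compounds plus 3 SD, cut at about 9.5% in these data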;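 also: 0% = DMSO only and 100% = 100 µM cantharidin control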
Target sequence (P53041 whole entry, looked up): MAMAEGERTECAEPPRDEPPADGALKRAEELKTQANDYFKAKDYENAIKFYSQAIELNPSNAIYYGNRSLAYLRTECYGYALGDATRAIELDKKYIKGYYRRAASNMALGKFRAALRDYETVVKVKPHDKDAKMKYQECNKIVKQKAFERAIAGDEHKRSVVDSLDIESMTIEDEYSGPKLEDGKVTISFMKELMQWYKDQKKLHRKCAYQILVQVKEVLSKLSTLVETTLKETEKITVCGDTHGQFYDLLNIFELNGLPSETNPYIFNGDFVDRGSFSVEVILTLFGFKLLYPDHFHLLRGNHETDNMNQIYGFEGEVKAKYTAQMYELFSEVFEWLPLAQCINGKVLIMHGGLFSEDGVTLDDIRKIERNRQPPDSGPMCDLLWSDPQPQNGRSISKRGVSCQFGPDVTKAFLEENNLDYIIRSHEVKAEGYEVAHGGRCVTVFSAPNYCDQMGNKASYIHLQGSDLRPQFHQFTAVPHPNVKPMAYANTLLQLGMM
PREPL inhibitor – human PREPL enzyme inhibition; hit rate 0.68% among 320,000; recombinant PREPL, fluorescence polarization activity-based probe; inhibition, % at 5.96 µM; Q4J6C6; in the data active = inhibition above about 43%;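 also: 0% = enzyme with DMSO and 100% = wells lacking enzyme; many of its hits are not listed in these tables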
Fh CTSL1 inh – counter-screen for PFM18AAP inhibitors: inhibitors of F. hepatica cathepsin L1; recombinant F. hepatica cathepsin L1, Z-Leu-Arg-MCA fluorescence; inhibition, % at 5.96 µM; hit rate 0.49% among 300,000;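 active = inhibition above the mean of all tested compounds plus 3 SD, set per screening campaign, cut at about 17% in these data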;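 also: 0% = plate median of test compound wells and 100% = 1 µM Z-Phe-Ala-diazomethylketone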
core dimer inh – blocks dimerization of HCV core protein. TR-FRET GST/Flag-core106 dimerization, 1536-well. inhibition, % at 5 µM. hit rate 0.33% among 300,000. AID 1899;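 active = inhibition above the mean of all tested compounds plus 3 SD, set per screening campaign, cut at about 45% in these data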
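Assay system: tagged HCV core106 pair (GST and Flag); medium: KF-containing HEPES buffer, pH 7.45, DTT, CHAPS, BSA; also added: Eu donor and XL665 acceptor anti-tag antibodies; dosing: 5 µM single dose; timing: compound-protein-antibody incubation 4 h at 22.5 °C; signal: TR-FRET 671 and 617 nm emission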
LYPLA2 counter – blocks human lysophospholipase 2, a PME1 counter-screen; recombinant LYPLA2, FP-Rh probe fluorescence polarization; inhibition, % at 5.9 µM; hit rate 0.38% among 320,000; AID 2177;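 active = inhibition above the screen-wide mean plus 3 SD, limit set per campaign, cut at about 26% in these data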;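 also: 0% = LYPLA2 with DMSO and 100% = wells lacking LYPLA2 enzyme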
Target sequence (O95372 whole entry, looked up): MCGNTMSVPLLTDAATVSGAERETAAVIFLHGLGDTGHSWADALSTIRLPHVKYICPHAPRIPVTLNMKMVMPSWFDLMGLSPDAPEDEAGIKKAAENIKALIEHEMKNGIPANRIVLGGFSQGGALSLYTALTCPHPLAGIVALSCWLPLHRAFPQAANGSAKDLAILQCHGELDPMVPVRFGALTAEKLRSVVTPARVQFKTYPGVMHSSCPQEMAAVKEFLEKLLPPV
TPT1 inh – inhibitors of Candida albicans tRNA 2'-phosphotransferase TPT1; inhibition, % at 5 µM; hit rate 0.81% among 300,000; recombinant caTPT1, FP RNA substrate dephosphorylation;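 active = inhibition above the mean of all tested compounds plus 3 SD, set per screening campaign, cut at about 24% in these data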;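 also: plate controls were DMSO alone for no effect and ferristatin control at 100 nM for full effect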
GASC-1 inh – human JMJD2C demethylase inhibition | Q9H3R0 | GST-JMJD2C(1-420) H3K9me3 demethylation, DELFIA europium | inhibition, % at 2.35 µM | hit rate 0.069% among 330,000 | AID 2099;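 active = more than half of a compound's replicate wells show inhibition beyond 50%, single wells judged on their own value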;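 also: signal counts dimethyl H3K9 product captured on neutravidin plate; 0% = median of DMSO wells and 100% = 0.3 times that DMSO median; strong numbers were not always called active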
Active calls of the source: *; & = joins results of further samples. This is a subset; rates above refer to the full screens.

Screening CC(NC(=O)C1CCCN(S(=O)(=O)c2cnc[nH]2)C1)c1ccccc1 (stereo not given) returned Efflux pump inh -0.2, PP1 inh -6, PP5 inh -0.9, PREPL inhibitor -2, Fh CTSL1 inh -3, core dimer inh -2, LYPLA2 counter -4, TPT1 inh -3 and GASC-1 inh 0.
CCc1nc(CNC(=O)C2CCC(=O)N(CCc3ccc(OC)cc3)C2)cs1 (stereo not given) was read as Efflux pump inh 0.0, PP1 inh -2, PP5 inh 1.2, PREPL inhibitor 1, Fh CTSL1 inh 2, core dimer inh 9, LYPLA2 counter 2, TPT1 inh -2 and GASC-1 inh -11.
`Cc1nn(CC(=O)N2CCCCC2)c(=O)c2nn(-c3ccccc3)c(C)c12` gave Efflux pump inh -0.1, PP1 inh 0, PP5 inh -1.9, PREPL inhibitor 3, Fh CTSL1 inh 6, core dimer inh -8, LYPLA2 counter -4, TPT1 inh 2 and GASC-1 inh -1.
`CCOc1ccc(C(C)NC(=O)Cc2ccccc2)cc1OCC` (stereo not given) gave Efflux pump inh 0.1, PP1 inh -2, PP5 inh 0.8, PREPL inhibitor -2, Fh CTSL1 inh -5, core dimer inh -2, LYPLA2 counter 3, TPT1 inh -1 and GASC-1 inh 3.
`COC(=O)c1cc(NC(=O)c2ccc(-c3ccccc3)cc2)ccc1Cl` gave Efflux pump inh -0.2, PP1 inh -1, PP5 inh -0.8, PREPL inhibitor 3, Fh CTSL1 inh 2, core dimer inh 3, LYPLA2 counter 4, TPT1 inh 2 and GASC-1 inh 1.
COc1ccc(CC(C)N2CCN(Cc3ccccc3)CC2)c(OC)c1 (stereo not given) was read as Efflux pump inh -0.1, PP1 inh 2, PP5 inh 5.2, PREPL inhibitor 1, Fh CTSL1 inh -6, core dimer inh -2, LYPLA2 counter 5, TPT1 inh -3 and GASC-1 inh -2.
Cc1ccccc1N1CCN(S(=O)(=O)c2ccc3oc(=O)ccc3c2)CC1 was read as Efflux pump inh 0.0, PP1 inh -3, PP5 inh 3.2, PREPL inhibitor -65, Fh CTSL1 inh -2, core dimer inh 26, LYPLA2 counter 5, TPT1 inh 3 and GASC-1 inh 1.
Cc1ccc(-c2nc(SCC(=O)NCC3CCCO3)c(-c3ccccc3)[nH]2)cc1 (stereo not given) was read as Efflux pump inh 0.1, PP1 inh 2, PP5 inh 1.8, PREPL inhibitor 15, Fh CTSL1 inh 1, core dimer inh -12, LYPLA2 counter 6, TPT1 inh -1 and GASC-1 inh -19.
NC(=O)Cc1ccc(Nc2nnc(-c3ccc(O)cc3)c3ccccc23)cc1 was read as Efflux pump inh 0.1, PP1 inh -1, PP5 inh 3.7, PREPL inhibitor 13, Fh CTSL1 inh 1, core dimer inh 5, LYPLA2 counter 3, TPT1 inh -2 and GASC-1 inh 7.
`Cc1ccc(-n2nnnc2SCC(=O)NCCC2=CCCCC2)c(C)c1` gave Efflux pump inh 0.2, PP1 inh 1, PP5 inh -0.3, PREPL inhibitor 4, Fh CTSL1 inh -2, core dimer inh 7, LYPLA2 counter -5, TPT1 inh 2 and GASC-1 inh 4.
For COc1cccc(C(=O)CSc2nc3ccccc3n2CC(=O)N2CCOCC2)c1 the results were Efflux pump inh -0.1, PP1 inh -2, PP5 inh -2.2, PREPL inhibitor -2, Fh CTSL1 inh -2, core dimer inh 0, LYPLA2 counter -1, TPT1 inh -4 and GASC-1 inh 8.
Screening COc1ccc(C(=O)N/C(=C\c2ccco2)C(=O)NCCN2CCOCC2)cc1 returned Efflux pump inh 0.0, PP1 inh 3, PP5 inh 2.1, PREPL inhibitor 15, Fh CTSL1 inh 2, core dimer inh -15, LYPLA2 counter -2, TPT1 inh -4 and GASC-1 inh 0.
For O=c1c(N2CCOCC2)nsn1Cc1ccccc1 the results were Efflux pump inh -0.2, PP1 inh -1, PP5 inh 1.9, PREPL inhibitor -3, Fh CTSL1 inh 2, core dimer inh -2, LYPLA2 counter -2, TPT1 inh -2 and GASC-1 inh -18.
O=C1Nc2ccccc2C(=O)N2[C@H](c3ccccc3)[C@@H]3C(=O)N(Cc4ccccc4)C(=O)[C@@H]3[C@H]12 was read as Efflux pump inh -0.2, PP1 inh 2, PP5 inh 1.7, PREPL inhibitor 4, Fh CTSL1 inh 0, core dimer inh -5, LYPLA2 counter 8, TPT1 inh -2 and GASC-1 inh -2.
Screening COc1cc(N(C)C)c(NC(C)=O)cc1C(=O)O returned Efflux pump inh 0.1, PP1 inh 0, PP5 inh 1.9, PREPL inhibitor -7, Fh CTSL1 inh -1, core dimer inh -3, LYPLA2 counter -5, TPT1 inh 1 and GASC-1 inh -7.
Cc1ccc(C)c(Cn2nnc3c(=O)[nH]c(C(=O)NCc4ccco4)nc32)c1 was read as Efflux pump inh -0.1, PP1 inh 19*, PP5 inh 0.9, PREPL inhibitor 3, Fh CTSL1 inh -1, core dimer inh 6, LYPLA2 counter 2, TPT1 inh -2 and GASC-1 inh 4.
O=C(CN1C(=O)/C(=C/c2ccco2)SC1=S)Nc1ccc(C(=O)O)c(O)c1 was read as Efflux pump inh 0.1, PP1 inh 8, PP5 inh -0.3, PREPL inhibitor -2, Fh CTSL1 inh 3, core dimer inh -3, LYPLA2 counter -26, TPT1 inh 28* and GASC-1 inh 5.
Cc1cccc2nc(=S)n(C(=O)c3ccco3)n12 was read as Efflux pump inh -0.2, PP1 inh -1, PP5 inh 0.8, PREPL inhibitor 1, Fh CTSL1 inh -1, core dimer inh -2, LYPLA2 counter 4, TPT1 inh -3 and GASC-1 inh -29.
For COc1ccc(C(=O)NCC2(c3ccc(OC)c(OC)c3)CCCC2)c(OC)c1 the results were Efflux pump inh 0.0, PP1 inh -1, PP5 inh -0.7, PREPL inhibitor -1, Fh CTSL1 inh -3, core dimer inh 14, LYPLA2 counter -1, TPT1 inh 0 and GASC-1 inh 14.
`O=C(NCCCN1CCOCC1)c1cccc(S(=O)(=O)N2CCOCC2)c1` gave Efflux pump inh 106*, PP1 inh -3, PP5 inh -2.1, PREPL inhibitor 13, LYPLA2 counter 5 and GASC-1 inh 10.
For COc1ccc(CCN2CC(C(=O)N(C)Cc3ccccc3OC)CCC2=O)cc1 (stereo not given) the results were Efflux pump inh 0.0, PP1 inh -4, PP5 inh 3.7, PREPL inhibitor 17, Fh CTSL1 inh 6, core dimer inh -14, LYPLA2 counter -1, TPT1 inh -5 and GASC-1 inh 10.
Cc1cccnc1NC1OC(=O)c2ccccc21 (stereo not given) was read as Efflux pump inh -0.1, PP1 inh -5, PP5 inh 0.9, PREPL inhibitor -8, Fh CTSL1 inh -1, core dimer inh 0, LYPLA2 counter 2, TPT1 inh -2 and GASC-1 inh 19.
CC(Sc1nnc(Cc2ccc([N+](=O)[O-])cc2)o1)C(N)=O (stereo not given) was read as Efflux pump inh -0.1, PP1 inh -5, PP5 inh -2.0, PREPL inhibitor 26, Fh CTSL1 inh 3, core dimer inh -2, LYPLA2 counter 3, TPT1 inh 8 and GASC-1 inh 7.
Screening O=C(NC(Cc1ccccc1)C(=O)O)/C(=C\c1ccc(Cl)cc1)NC(=O)c1ccco1 (stereo not given) returned Efflux pump inh 0.0, PP1 inh 2, PP5 inh 3.9, PREPL inhibitor -4, Fh CTSL1 inh 0, core dimer inh 3, LYPLA2 counter 7, TPT1 inh -3 and GASC-1 inh -3.

The list goes on, overlapping the part above by two compounds.
CC(Sc1nnc(Cc2ccc([N+](=O)[O-])cc2)o1)C(N)=O (stereo not given) was read as Efflux pump inh -0.1, PP1 inh -5, PP5 inh -2.0, PREPL inhibitor 26, Fh CTSL1 inh 3, core dimer inh -2, LYPLA2 counter 3, TPT1 inh 8 and GASC-1 inh 7.
Screening O=C(NC(Cc1ccccc1)C(=O)O)/C(=C\c1ccc(Cl)cc1)NC(=O)c1ccco1 (stereo not given) returned Efflux pump inh 0.0, PP1 inh 2, PP5 inh 3.9, PREPL inhibitor -4, Fh CTSL1 inh 0, core dimer inh 3, LYPLA2 counter 7, TPT1 inh -3 and GASC-1 inh -3.
Screening Cc1cc(C)c(NC(=O)CCn2nnc3ccccc32)c(C)c1 returned Efflux pump inh -0.1, PP1 inh -1, PP5 inh 0.3, PREPL inhibitor -2, Fh CTSL1 inh -4, core dimer inh -2, LYPLA2 counter -5, TPT1 inh -7 and GASC-1 inh -19.
`CC1CCCCC1NC(=O)Cn1cccc1C(=O)c1ccccc1` (stereo not given) gave Efflux pump inh 0.0, PP1 inh -2, PP5 inh 0.5, PREPL inhibitor 10, Fh CTSL1 inh 4, core dimer inh -15, LYPLA2 counter -3, TPT1 inh -2 and GASC-1 inh 3.
For O=C(NCc1ccc(F)cc1)C1CCN(S(=O)(=O)c2cccnc2)CC1 the results were Efflux pump inh 0.1, PP1 inh -4, PP5 inh 1.5, PREPL inhibitor 14, Fh CTSL1 inh 0, core dimer inh -4, LYPLA2 counter 2, TPT1 inh 2 and GASC-1 inh 6.
Screening O=C(CN1C(=O)c2ccccc2S1(=O)=O)NCc1ccc2c(c1)OCO2 returned Efflux pump inh -0.2, PP1 inh 1, PP5 inh 2.3, PREPL inhibitor 0, Fh CTSL1 inh -2, core dimer inh -4, LYPLA2 counter 6, TPT1 inh 1 and GASC-1 inh 0.
Screening Cc1ccc(C(c2cc(Cl)c3cccnc3c2O)N2CCN(C)CC2)cc1 (stereo not given) returned Efflux pump inh 0.8, PP1 inh 27*, PP5 inh 4.8, PREPL inhibitor 10, Fh CTSL1 inh -2, core dimer inh -5, LYPLA2 counter -2, TPT1 inh 1 and GASC-1 inh -10.
Screening Cn1c(CNc2ccccn2)c(C#N)c2ccccc21 returned Efflux pump inh 0.5, PP1 inh -3, PP5 inh 4.2, PREPL inhibitor 9, Fh CTSL1 inh -8, core dimer inh 7, LYPLA2 counter 2, TPT1 inh 2 and GASC-1 inh 28&4.
`O=S(=O)(c1cccc(-c2nc3n(n2)Cc2ccccc2-3)c1)N1CCCC1` gave Efflux pump inh 0.0, PP1 inh 0, PP5 inh 3.5, PREPL inhibitor 9, Fh CTSL1 inh -8, core dimer inh 1, LYPLA2 counter -6, TPT1 inh 1 and GASC-1 inh -7.
`O=c1cc(O)nc(SC23CC4CC(CC(C4)C2)C3)[nH]1` gave Efflux pump inh 0.0, PP1 inh 16*, PP5 inh 1.5, PREPL inhibitor 3, Fh CTSL1 inh -1, core dimer inh 0, LYPLA2 counter 2, TPT1 inh 4 and GASC-1 inh -1.
Screening CCCc1ccc(OCC(O)CN2CCN(C(=O)OCC)CC2)cc1 (stereo not given) returned Efflux pump inh 0.1, PP1 inh -1, PP5 inh -1.3, PREPL inhibitor 9, Fh CTSL1 inh 2, core dimer inh 2, LYPLA2 counter 7, TPT1 inh -3 and GASC-1 inh 0.

Pulled one by one from the entries so far (2):
For O=C(NCc1ccc(F)cc1)C1CCN(S(=O)(=O)c2cccnc2)CC1 the results were Efflux pump inh 0.1, PP1 inh -4, PP5 inh 1.5, PREPL inhibitor 14, Fh CTSL1 inh 0, core dimer inh -4, LYPLA2 counter 2, TPT1 inh 2 and GASC-1 inh 6.
`Cc1ccc(-n2nnnc2SCC(=O)NCCC2=CCCCC2)c(C)c1` gave Efflux pump inh 0.2, PP1 inh 1, PP5 inh -0.3, PREPL inhibitor 4, Fh CTSL1 inh -2, core dimer inh 7, LYPLA2 counter -5, TPT1 inh 2 and GASC-1 inh 4.
